12-LOX inh: ALOX12 (human) lipoxygenase inhibition; Potency, µM (top dose mostly 108 µM), for inactives: top-dose activity change, negative = inhibition, most hits filed as inhibitors; actives 1.1% (n = 580,000); AID 1671190; purified 12hLO, xylenol orange hydroperoxide absorbance; P18054; active = well fitted inhibition curve with a large enough effect; inconclusive = small, poorly fitted or top-dose-only effect, or another doubt; inactive = no such curve, though single readings can be large or run the other way
Target sequence (P18054 whole entry, looked up): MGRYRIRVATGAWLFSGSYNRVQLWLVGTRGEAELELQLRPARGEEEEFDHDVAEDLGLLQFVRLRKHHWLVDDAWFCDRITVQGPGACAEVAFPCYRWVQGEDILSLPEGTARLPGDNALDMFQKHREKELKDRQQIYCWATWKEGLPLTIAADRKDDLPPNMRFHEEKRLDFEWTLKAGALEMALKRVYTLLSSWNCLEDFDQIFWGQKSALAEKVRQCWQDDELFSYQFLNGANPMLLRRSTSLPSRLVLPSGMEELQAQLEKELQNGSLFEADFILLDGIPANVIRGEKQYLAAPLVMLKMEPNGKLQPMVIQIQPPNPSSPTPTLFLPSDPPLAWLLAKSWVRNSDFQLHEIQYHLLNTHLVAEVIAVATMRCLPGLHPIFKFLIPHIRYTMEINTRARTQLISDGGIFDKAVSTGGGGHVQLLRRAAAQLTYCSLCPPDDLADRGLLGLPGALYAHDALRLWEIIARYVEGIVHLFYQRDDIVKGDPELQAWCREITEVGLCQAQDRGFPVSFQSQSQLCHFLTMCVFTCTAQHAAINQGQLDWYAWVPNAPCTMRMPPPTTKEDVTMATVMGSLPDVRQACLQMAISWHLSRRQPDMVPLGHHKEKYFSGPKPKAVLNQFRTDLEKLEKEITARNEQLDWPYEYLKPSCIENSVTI
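Purified human 12hLO at 150 nM in 25 mM Hepes, 0.01% Triton X-100, pH 7.0, preincubated 15 min at room temperature with compound. Reaction started with 40 uM arachidonic acid, 30 min at room temperature. Hydroperoxide measured by Fe-xylenol orange, 573/405 nm absorbance ratio.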
Numbers without * were called inactive; ? = inconclusive; [ ] = remark or other dose. % is scaled to controls: 0 for no effect and ±100 for the full control effect; potency is read from the fitted curve at half-maximal effect. The list is partial; count on the stated rates, not on these rows.

| SMILES | 12-LOX inh |
| --- | --- |
| Cn1c(=O)c2c(ncn2CCCC(=O)Nc2cccc(N3CCCC3=O)c2)n(C)c1=O | ? |
| O=C(c1ccc(Cn2cccn2)o1)N1CCCC2(CCC(=O)N(C3CC3)C2)C1 (centres undefined) | -5% |
| Cc1oc2cc(OCC(=O)NCCC(=O)O)ccc2c(=O)c1-c1ccc(Cl)cc1 | -2% |
| O=C(Nc1cc(F)ccc1F)c1nn(-c2ccccc2)c(=O)c2ccccc12 | 0% |
| O=C(Cn1nc2c(cc1=O)CCCCC2)NCCCN1CCOCC1 | 20% |
| O=C(c1c(F)cccc1F)N1C[C@@H](CO)[C@H](c2nc(C3CC3)no2)C1 | 44%[activator] |
| CC(C)NC(=O)c1ccc(CN2C(=O)NC3(CCS(=O)(=O)CC3)C2=O)cc1 | 13% |
| Cc1nc2cc(Cl)ccc2cc1C(=O)NC1CCS(=O)(=O)C1 (centres undefined) | -15% |
| CNC(=O)NCc1cccc(Oc2ccccc2)c1 | -50% |
| Cc1ccc(C(=O)CC2(O)C(=O)N(CN3CCN(C)CC3)c3ccccc32)s1 (centres undefined) | ? |
| COc1ccccc1[C@@H]1CN(C(=O)c2ccc3n[nH]nc3c2)C[C@H]1C(=O)O | -4% |
| CCCCNc1cccc2c1S(=O)(=O)N[C@H](Cc1ccccc1)CO2 | ? |
| CN(C)[C@@H]1CN(Cc2ccc(C#N)cc2)CC[C@@H]1CNC(=O)C1CC1 | 48%[activator] |
| O=C(CSc1nc2ccc(NC(=O)c3ccc(Cl)cc3)cc2s1)NC1CCCCC1 | 22% |
| COc1ccccc1C(=O)N1CCC(OC2CCN(S(C)(=O)=O)CC2)CC1 | 56%[activator] |
| CN1C(=O)CCC2(CNC(=O)c3cn[nH]c3-c3ccc(F)cc3)CCC=C12 (centres undefined) | 36%[activator] |
| CCn1nc(C(=O)Nc2ccc(I)cc2C)c2ccccc2c1=O | 7% |
| COc1ccc(NC(=O)N[C@H]2CO[C@H]3[C@@H]2OC[C@@H]3n2nnnc2-c2ccc3c(c2)OCO3)cc1 | -7% |
| COc1cc(NS(=O)(=O)c2ccc(C)cc2C)cc2sc(NC(=O)c3ccccc3)nc12 | ? |
| Cc1ccc(CN2CCCN(S(=O)(=O)c3ccccc3)CCC(=O)NCC2)o1 | 28% |
| CCC(=O)NCCCNC(=O)c1nc2ccccc2c(=O)[nH]1 | 4% |
| CC(C)CNC(=O)c1ccnc(-c2nnc3ccc(N4CCN(C)CC4)nn23)c1 | 2%[176 µM] |
| COc1ccc2[nH]cc(CCNc3nc(-c4ccoc4)nc4ccccc34)c2c1 | ? |
| O=C1CCCc2nc3ccccc3c(-c3ccccc3)c21 | ? |
| COc1ccc(C[C@H](NC(=O)C2=C[C@@H](NC(=O)Nc3ccc(OC(F)(F)F)cc3)[C@@H](O)[C@H](O)C2)C(N)=O)cc1 | 3% |
| COc1ccc(C2CC(=O)c3c(C)nc(Nc4ccccc4OC)nc3C2)cc1 (centres undefined) | 14% |
| CCCNc1c(NC(=O)Nc2ccccc2Cl)c(=O)oc2ccccc12 | -22% |
| CN(C1CCOCC1)C1CCN(C(=O)c2ccccn2)CC1 | -9% |
| Cc1nsc(NC(=O)NCc2ccccc2OC(F)(F)F)n1 | 16% |
| COc1ccc(C(=O)Nc2ccc(-c3nnc4n3CCCC4)cc2)cc1F | 51%[activator] |
| Cc1cccc(-n2ncc3c(NNC(=O)C4CCCCC4)ncnc32)c1 | 0% |
| CC(C)c1noc(-c2cn(C3CCN(C(=O)c4ccc5ccccc5n4)C3)nn2)n1 (centres undefined) | 15% |
| CCc1nc2nccc(-c3cc4ccccc4o3)n2n1 | 21% |
| CCc1cccc(C)c1NS(=O)(=O)c1cccc(C(F)(F)F)c1 | ? |
| CCC1=C(C(=O)OC)C(c2ccccc2F)N2C(CC(=O)N3CCCC3)=CSC2=N1 (centres undefined) | 4% |
| CCCSc1c(C(C)C)cnc2c1c(=O)n(C)c(=O)n2C | -25% |
| COc1cccc(CNC(=O)c2c(OC)cc(=O)n3c2CCN(C(=O)c2ccc(C)s2)CC3)c1 | 3% |
| Cc1cccc(OCC(=O)N2CCCC(c3noc(COc4ccccc4)n3)C2)c1 (centres undefined) | 38%[activator] |
| N#Cc1nc(-c2ccccc2)oc1N1CCOCC1 | 7% |
| Cc1ccc(-c2nc(NCc3ccncc3)ncc2C(=O)O)cc1 | 33% |

The list goes on; the last four above are carried over.
| SMILES | 12-LOX inh |
| --- | --- |
| COc1cccc(CNC(=O)c2c(OC)cc(=O)n3c2CCN(C(=O)c2ccc(C)s2)CC3)c1 | 3% |
| Cc1cccc(OCC(=O)N2CCCC(c3noc(COc4ccccc4)n3)C2)c1 (centres undefined) | 38%[activator] |
| N#Cc1nc(-c2ccccc2)oc1N1CCOCC1 | 7% |
| Cc1ccc(-c2nc(NCc3ccncc3)ncc2C(=O)O)cc1 | 33% |
| Cc1cccc(NS(=O)(=O)c2ccc(-c3coc(C)n3)cc2)c1 | -9% |
| O=C(c1ccc(F)cc1)N1CC[C@H](c2nc3ccc(F)cc3[nH]2)C1 | -3%[176 µM] |
| CCC(=O)N1C[C@@H]2CCCN3CCC[C@@H]([C@H]23)[C@H]1CCCC(=O)NC | 33%[activator] |
| N#Cc1nc(-c2ccco2)oc1N1CCC(C(=O)N2CCC(CCN3CCOCC3)CC2)CC1 | -25% |
| O=C1CCCN1Cc1noc(-c2cccc(Cl)c2)n1 | 14% |
| O=C(Nc1cccc(Cl)c1)N1CCC(n2cnnc2C2CC2)C1 (centres undefined) | 18% |
| CCOC(=O)CCNC(=O)N1CCC(Oc2ncccc2C(=O)N2CCCCC2)C1 (centres undefined) | 46%[activator] |
| CCNC(=O)N1CCCN(C(=O)C2CC2)C(c2ccccc2)CC(=O)NCC1 (centres undefined) | 36%[activator] |
| CCc1cccc(C)c1NC(=O)CC(C)(C(=O)O)c1ccccc1 (centres undefined) | 7% |
| CCc1ccc(C2C(C(=O)N3CCCCC3)=C(C)NC3=C2C(=O)CC(C)(C)C3)cc1 (centres undefined) | -2% |

For convenience, some entries already given:
| SMILES | 12-LOX inh |
| --- | --- |
| CCc1cccc(C)c1NC(=O)CC(C)(C(=O)O)c1ccccc1 (centres undefined) | 7% |
| CCc1ccc(C2C(C(=O)N3CCCCC3)=C(C)NC3=C2C(=O)CC(C)(C)C3)cc1 (centres undefined) | -2% |

(listing goes on)
| SMILES | 12-LOX inh |
| --- | --- |
| Cc1ccc2c(C(=O)NCc3ccc(C(F)(F)F)cc3)cc(NC(=O)C(C)C)cc2n1 | -26% |
| CCCOc1ccc(C(=O)OC(C)C(N)=O)cc1OCC (centres undefined) | -24% |
| CCO[C@H]1CN(C(=O)c2cnn(Cc3ccccc3)c2)C[C@@H]1O | -5% |
| Cc1cc2nc(-c3cccc(NC(=O)c4cc([N+](=O)[O-])ccc4N4CCOCC4)c3)oc2cc1C | 21% |
| CC(C)c1ccc(-c2noc(CSc3nnc(C4COc5ccccc5O4)o3)n2)cc1 (centres undefined) | -1% |
| COc1ccc(OC)c(NC(=O)CSCc2cc(=O)n3cc(C)ccc3n2)c1 | 12% |
| COC(=O)[C@@H]1C[C@@H](NC(=O)c2ccc(C(F)(F)F)cc2)CN1Cc1cccc(O)c1 | -6% |
| Cc1nn(C)c(C)c1CCC(=O)N1C[C@@H](Oc2ccccc2)C[C@H]1C(=O)NC1CC1 | 4% |
| Cc1ccc2nc(CO[C@H]3CN(Cc4ccccc4)C[C@H]3F)[nH]c2c1 | 85%[activator][176 µM] |
| CCOC(=O)c1c(C)[nH]c(C)c1C(=O)Cn1cnc2ccccc2c1=O | -2% |
| CC(C)CCNC(=O)c1ccc(CN2C(=O)NC3(CCOCC3)C2=O)cc1 | -15% |
| O=C(O)c1ccc(Cc2ccc(C(=O)O)o2)o1 | ? |
| CCN(CC)C(=O)Cc1c(C)[nH]c2ccc(F)cc12 | 15% |
| Cc1cc(C)c(NC(=O)c2ccc(S(=O)(=O)N3CCCC3)cc2)c(Cl)c1 | 1% |
| COc1cc(CC(=O)NC2CCC(C)CC2)cc(OC)c1OC (centres undefined) | -48% |
| CN(c1ccc(NC(=O)Cc2c[nH]c3ccccc23)cc1)c1ccccn1 | -16% |
| CN1C(=O)c2cccn2CC1CNC(=O)COc1ccccc1 (centres undefined) | 53%[activator] |
| COc1ccc(O[C@H]2COCCN(C(=O)c3cccc(OC)c3)C2)cc1 | 24%[176 µM] |
| Cc1onc(-c2ccccc2Cl)c1C(=O)Nc1cccc(C(=O)NC2CC2)c1 | ? |
| CCS(=O)(=O)Nc1ccc(C2(C(=O)NCc3cccs3)CCCCC2)cc1 | 44%[activator] |
| O=C(NCCNCc1c[nH]c2ccccc12)c1ccc(F)cc1 | 7.9µM* |
| CC(C)CN1C(=O)C(C)(C)[S+](=O)([O-])[C@@H]2CN(Cc3ccncc3)C[C@@H]21 | ? |
| CCn1nccc1C(=O)N1CCC(N2C(=O)[C@H](OC)[C@@H]2c2ccncc2)CC1 | 26% |
| CC(C)CNC(=O)NC(=O)CSc1nc2ccccc2c(=O)n1-c1ccccc1F | -10% |
| COc1ccc(CNc2cc(Cl)nc3ccnn23)cc1 | 46%[activator][176 µM] |
| Cc1noc(-c2ccccc2Cl)c1C(=O)N1CCC(Cc2ccccc2)CC1 | ? |
| COc1ccc(C(=O)N2CCC3(CC2)NC(=O)N(c2ccccc2)N3)cc1F | ? |
| COc1ccccc1OCC(=O)N1CC[C@@](O)(C2CCOCC2)[C@H](C)C1 | 35% |
| O=C(NCCc1cccs1)c1cc2n(n1)CC(c1ccc3c(c1)OCO3)OC2 (centres undefined) | 53% |
| c1ccc(-c2cc(CC3(NCC4CCCCC4)COC3)no2)nc1 | 20%[176 µM] |
| Cc1ccc2c(C)c(C(=O)N(Cc3cccc(Br)c3)C3CCS(=O)(=O)C3)oc2c1 (centres undefined) | ? |
| O=C(c1ccc2[nH]ccc2c1)N1CCN(C(=O)c2cc3ccccc3[nH]2)CC1 | -3% |
| CCCCNC(=O)c1ccc2nc[nH]c2c1 | -37% |
| Cn1cc(-c2ccc(Cl)cc2)c2nc(CNc3ccccc3)cn2c1=O | -4%[176 µM] |
| COc1ccc(CNC(=O)[C@H]2CCC[C@H]2NC(=O)c2ccc(OC)cc2)cc1 | 11% |
| CC1=C(C(=O)OC(C)(C)C)C(c2ccccc2)N2C(CC(=O)N3CCCC3)=CSC2=N1 (centres undefined) | 50%[activator] |
| Cc1ccc(C(=O)N(C)C2CCc3nn(CC4CC4)c(=O)n3CC2)c(=O)[nH]1 (centres undefined) | 33%[activator] |
| C=CCOc1ccc2c(=O)c(Oc3cc(C)cc(C)c3)coc2c1 | 3% |
| COc1ccc(C(=O)COC(=O)C2C3CC4C(OC(=O)C42)C3Br)cc1 (centres undefined) | 28% |
| O=C(Nc1ccnn1C1CCN(Cc2ccc3c(c2)CCO3)CC1)c1ccccc1Cl | 1% |
| COc1ccc(-n2c(=O)c3c(n2Cc2ccccc2)CN(C(=O)C(C)C)CC3)cc1 | -6%[176 µM] |
| COc1ccc(CCC(=O)N2CCCN(S(=O)(=O)c3ccccc3)CCC(=O)NCC2)cc1 | -5% |
| CCOC(=O)C1CCN(Cc2cc(=O)oc3c(C)cc(C)cc23)CC1 | -1% |
| CCCNC(=O)C[C@@H]1CCN(C(=O)c2ccnc(Cl)c2)C[C@@H]1CC | 7%[176 µM] |
| O=[S+]([O-])(Nc1nncs1)c1ccc2c(c1)OCCN(Cc1nccs1)C2 | 3%[176 µM] |
| CCn1cc(CN(C)Cc2ccccc2)ccc1=O | 63%[activator] |
| C[N+](C)(N)CC(=O)[O-] | -52% |
| CC(C)[C@@H]1CN(C(=O)c2nc3ccccc3[nH]c2=O)C[C@H]1NS(C)(=O)=O | 12% |
| CCc1cccc(Nc2nc3c(S(=O)(=O)c4ccccc4)nnn3c3ccsc23)c1 | -53% |
| O=C(c1ccnc(-n2cnnn2)c1)N1CCOc2ccc(C(O)CCc3ccccc3)cc2C1 (centres undefined) | ? |

Further structures:
| SMILES | 12-LOX inh |
| --- | --- |
| CC(=O)Nc1ccc(C(=O)CSc2ncnc3sccc23)cc1 | ? |
| O=C1Nc2ccccc2NC12CCN(Cc1c(F)cccc1Cl)CC2 | 56%[activator] |
| COc1ccc(NC(=O)CCSc2nc(-c3ccco3)cc(C(F)(F)F)n2)c(OC)c1 | 54%[activator] |
| COc1ccc(OC)c(NC(=O)Cn2c(-c3cccc(Cl)c3)nc(C)c(CCO)c2=O)c1 | 57% |
| O=C(CCc1nc2ccccc2[nH]1)NC1CCN(C(=O)N2CC3CC(C2)[C@H]2CCCC(=O)N2C3)CC1 (some centres undefined) | 22% |
| CN(CCO)C[C@@H]1CN(C(=O)c2cnc3sccn3c2=O)C[C@@H]1CO | 4% |
| COc1ccc(-c2nc(CSCC(=O)NCC(C)C)co2)cc1 | 8% |
| CC(=O)Nc1ccc(-c2csc(Nc3ccc(C)cc3)n2)cc1 | ? |
| CN(C)C1(CNC(=O)CCc2c[nH]c3ccccc23)CCCCCC1 | 0% |
| O=c1n(-c2cccc(Cl)c2)nc2n1CCN(Cc1ccccc1)C2 | ? |
| O=C(c1cncc(N2CCCC(CCc3cccc(F)c3)C2)n1)N1CCCCC1 (centres undefined) | 12% |
| O=C(/C=C/c1ccc(-c2cc(Cl)ccc2Cl)o1)c1ccccc1 | ? |
| Cc1cccc(C)c1-n1nnnc1C(C)(C)Nc1ccc2c(c1)OCCO2 | -14% |
| Cc1cc(C)cc(Nc2nc(C)cc(=O)n2CC(=O)Nc2cccc(C(F)(F)F)c2)c1 | ? |
| CN(C)CCN(C)[C@H]1[C@@H]2OC[C@@H](O2)[C@@H](NCc2cnc3ccccc3c2)[C@@H]1O | 117%[activator][176 µM] |
| Cc1ccc2nc(Nc3ccccc3)c(-n3nc(C)cc3C)nc2c1 | -6% |
| C=C(C)Cn1c(N2CCN(c3ccccc3)CC2)nc2c1c(=O)n(C)c(=O)n2C | 5% |
